Screening data: PubChem, several laboratories
PMI act: activators of human phosphomannose isomerase. P34949. purified human PMI, coupled resazurin fluorescence, 20 min; hits give high values; 1 = vehicle control, 0 substrate-free wells. activation factor at 20 µM. actives 0.005% (n = 190,000). AID 1214;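 active = activation factor of 2 or more at 20 µM, relative to plate controls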
Target sequence (P34949 whole entry, looked up): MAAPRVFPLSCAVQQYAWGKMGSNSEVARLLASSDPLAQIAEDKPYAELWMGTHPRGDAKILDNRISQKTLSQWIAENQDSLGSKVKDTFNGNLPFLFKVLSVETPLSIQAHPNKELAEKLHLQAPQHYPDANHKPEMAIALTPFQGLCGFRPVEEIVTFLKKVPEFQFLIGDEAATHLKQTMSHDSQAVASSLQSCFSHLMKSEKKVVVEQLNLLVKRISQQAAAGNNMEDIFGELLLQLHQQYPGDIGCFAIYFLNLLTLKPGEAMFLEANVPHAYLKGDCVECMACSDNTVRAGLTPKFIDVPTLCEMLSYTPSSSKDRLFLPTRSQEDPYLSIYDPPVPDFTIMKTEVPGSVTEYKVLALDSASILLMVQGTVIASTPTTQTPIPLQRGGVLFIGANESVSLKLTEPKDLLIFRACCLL
TR-FRET SRC-2 ct: TR-FRET artefact, counter-screen to PPARgamma/SRC-2 agonist assay | actives 0.4% (n = 200,000) | TR-FRET ratio at 8 µM | AID 1049 | hits give high values; in the data active = TR-FRET ratio above about 2000; note: inactives centre near 1500
PPARg SRC-2 ag: PPARgamma-driven SRC-2 recruitment agonism; P37231; PPARgamma LBD-SRC-2 recruitment, biochemical; activation, % at 8 µM; actives 0.34% (n = 200,000); in the data active = activation above about 22%;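 note: 0% = vehicle and 100% = reference agonist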
Target sequence (P37231 whole entry, looked up, the tested form may be a part): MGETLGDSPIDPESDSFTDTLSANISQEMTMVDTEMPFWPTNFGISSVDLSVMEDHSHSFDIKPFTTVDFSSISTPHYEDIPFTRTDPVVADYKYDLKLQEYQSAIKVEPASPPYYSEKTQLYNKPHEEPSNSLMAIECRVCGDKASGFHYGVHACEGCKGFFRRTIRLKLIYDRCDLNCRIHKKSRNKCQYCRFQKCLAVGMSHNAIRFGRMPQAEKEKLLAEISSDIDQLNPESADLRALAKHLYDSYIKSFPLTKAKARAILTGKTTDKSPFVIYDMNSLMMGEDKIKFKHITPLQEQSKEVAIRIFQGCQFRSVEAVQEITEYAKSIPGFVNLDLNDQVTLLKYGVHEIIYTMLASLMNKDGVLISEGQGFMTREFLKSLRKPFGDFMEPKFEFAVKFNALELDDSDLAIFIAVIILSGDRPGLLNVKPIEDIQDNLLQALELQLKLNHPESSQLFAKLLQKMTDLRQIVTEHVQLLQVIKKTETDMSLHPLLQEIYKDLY
Diaphorase act: diaphorase activation or chemical reduction counter-screen; activation factor at 20 µM; actives 0.005% (n = 190,000); Diaphorase/resazurin coupled assay, resorufin fluorescence, 16 min; hits give high values; 1 = vehicle wells, 0 = NADH-free wells;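 active = diaphorase activity raised at least twofold by the compound at 20 µM; inactive = activation factor below 2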
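Test system: Clostridium kluyveri diaphorase, purified enzyme. Buffer or medium: 50 mM HEPES pH 7.4 buffer plus MgCl2 and Tween 20. Also added: 0.114 mM NADH and 0.1 mM resazurin, final amounts. Dosing: compound 20 µM once, DMSO 1%. Schedule: 16 min enzyme reaction, ambient temperature. Detection: fluorescence of resorufin, 544 nm excitation, 590 nm emission.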
ROMK primary: modulates human ROMK potassium channel activity; actives 2% (n = 130,000); AID 1918; B-score at 10 µM; P48048; Tet-inducible ROMK, thallium flux fluorescence; actives lie on both sides;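 active = signal ratio slope over the read window, or its plate-corrected B-score, at least 3 SD from the plate mean, either direction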;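 note: B-score of the F/F0 ratio slope over 7 to 12 s after thallium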
PPARg SRC-1 ag: promotes SRC-1 coactivator recruitment by human PPARgamma. actives 0.41% (n = 200,000). activation, % at 8 µM. AID 631. PPARgamma-SRC-1 coactivator recruitment biochemical assay; in the data active = activation above about 19%;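 note: 0% = DMSO and 100% = reference agonist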
Diaph inh CS: counter-screen for diaphorase-based assays: diaphorase inhibitors and chemical oxidizers; diaphorase resazurin-to-resorufin fluorescence, NADH, 16 min; bacterial (C. kluyveri) enzyme, not human; inhibition, % at 20 µM; actives 0.69% (n = 190,000); AID 1217;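 active = primary screen inhibition at 20 µM above a set limit, cut at about 50% in these data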;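 note: plate controls were DMSO with full reaction for no effect and wells lacking NADH for full effect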
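Assay system – diaphorase enzyme from Clostridium kluyveri · Amount – diaphorase 0.14 U/mL (working solution) · Times – reaction incubation of 16 min at room temperature · Controls – No-NADH positive control and DMSO neutral control · Signal – resorufin fluorescence 544/590 nm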
S1P3 antagonist: antagonists of human S1P3 receptor | Q99500 | CHO S1P3 NFAT-BLA reporter, FRET fluorescence, antagonist mode | inhibition, % at 4.98 µM | actives 0.27% (n = 170,000);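 active = inhibition above the plate cutoff, the mean inhibition of test wells on that plate plus 3 SD, cut at about 28% in these data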;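 note: cells challenged with S1P at its EC80 of 0.8 µM; blue over green emission ratio from cleaved BLA substrate after 4 h stimulation; 0% = S1P-stimulated wells and 100% = unstimulated DMSO-only wells; some compounds past the cut are filed as inactive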
G6PDH counter: counter-screen for G6PDH assay hits: L. mesenteroides G6PDH inhibition. Purified L. mesenteroides G6PDH, diaphorase/resazurin coupled fluorescence, 45 min. inhibition, % at 5 µM. actives 0.12% (n = 200,000); in the data active = inhibition above about 50%
PPARg SRC3 recr: promotes SRC-3 coactivator recruitment by human PPARgamma. P37231. actives 0.26% (n = 200,000). biochemical PPARgamma/SRC-3 coactivator recruitment assay. activation, % at 8 µM; in the data active = activation above about 23%;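 note: 0% = DMSO and 100% = reference agonist; some compounds past the cut are filed as inactive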
PMI act hi M6P: activators of human phosphomannose isomerase at near-saturating mannose 6-phosphate. P34949. coupled PMI enzyme assay, resazurin fluorescence, 20 min; hits give high values; 1 = untreated enzyme, 0 = substrate-free blank. actives 0.34% (n = 190,000). activation factor at 20 µM. AID 1216;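 active = activation factor of 2 or more at 20 µM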
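Technique: Diaphorase-driven resazurin-to-resorufin fluorescence, excitation 544, emission 590 nm | Assay system: Human PMI in coupled enzyme assay | Times: Enzyme reaction with compound 20 min at room temperature | Medium: HEPES-buffered pH 7.4 with magnesium and detergent | Reagent: Mannose-6-phosphate 1.0 mM (near-saturating) plus 0.22 mM NADP+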
Starred values were filed as active, the others as inactive; nt = no result given.

SMILES	PMI act	TR-FRET SRC-2 ct	PPARg SRC-2 ag	Diaphorase act	ROMK primary	PPARg SRC-1 ag	Diaph inh CS	S1P3 antagonist	G6PDH counter	PPARg SRC3 recr	PMI act hi M6P
COc1cc2c(cc1OC)C1=C(C#N)CN(CC(=O)O)CN1CC2	0.3	1549	3	0.8	nt	-10	22	4	-2	8	0.3
CCN=C(NCC)SC1CC(=O)N(c2cccc(OC)c2)C1=O (stereo not given)	1.1	1584	6	1	0.43	0	-1	3	-2	-3	1
CCOC(=O)CSc1nc(-c2ccccc2)ns1	0.8	1811	3	0.9	0.32	0	15	-6	1	8	1
Cc1cc(C)cc(C(=O)NCC(=O)OCC(=O)NCc2ccco2)c1	1.1	1568	-9	1	0.04	-3	1	-14	10	0	1.1
Cc1oc2ccc(Br)cc2c(=O)c1-c1nn[nH]n1	1.1	1596	4	1.1	0.74	-6	-10	4	4	2	1.1
Cc1ccc(-n2c(-c3ccccc3)c[nH]c2=S)cc1	1.1	1340	3	0.8	1.3	2	16	-2	4	2	1.1
Clc1cc(NCc2cccs2)ccc1N1CCOCC1	0.7	1448	-2	0.8	nt	5	22	4	-3	-2	0.8
CC#CCNCc1ccccc1	1	1373	9	1	nt	-12	4	nt	-2	-5	1
CCOC(=O)N1CCN(c2ccc([N+](=O)[O-])cc2F)CC1C (stereo not given)	1	1626	11	0.9	-0.17	2	9	9	2	2	0.9
O=C(Cc1noc2ccccc12)Nc1ccc(Cl)cc1	1.1	1596	2	0.9	-1.8	8	8	0	0	-3	1.1
O=C(Nc1ncn[nH]1)c1cccc(S(=O)(=O)N2CCOCC2)c1	1	1306	-3	0.9	-0.79	-2	5	2	5	2	1
CCCS/C(N)=N/N=C/c1ccccc1O	0.9	1699	13	0.9	0.16	2	7	nt	10	1	0.9
O=C(CC1NC(=O)NC1=O)Nc1ccccc1 (stereo not given)	1	1596	6	0.9	0.0072	-1	11	nt	2	-2	1
O=C1CN(C(=O)CCN2CCOCC2)C(c2ccccc2)c2cc(Br)ccc2N1 (stereo not given)	1	1440	0	0.9	nt	0	11	0	-1	-8	1
COc1ccc(-n2c(C)nc(=O)c(-c3ccccc3)c2C)cc1	1.1	1476	4	1.1	nt	0	-7	nt	2	-4	1.1
CSc1nc2ccc(S(=O)(=O)N3CCOCC3)cc2s1	0.8	1615	4	0.8	0.3	1	21	-18	-1	-3	0.8
Cc1ccc(-c2noc(-c3ccccc3C(=O)N3CCCC3)n2)cc1	0.9	1514	-1	0.7	-0.74	0	28	-24	0	-10	0.9
O=C(COc1ccc(Br)cc1CO)Nc1ccc(F)cc1	1	1607	8	0.9	-0.37	6	10	19	11	9	1
O=C(COC(=O)C1CCN(S(=O)(=O)c2cccs2)CC1)c1ccccc1	1.1	1594	4	1	-0.65	2	3	-7	2	1	1.1
CN(C)CCCn1c(SCC(=O)N2CC(=O)Nc3ccccc32)nc2ccccc2c1=O	1.1	1559	-6	0.9	0.46	1	8	-8	-1	-2	1.2
COc1ccc(CCNC(=O)C2CCN(c3nn4c(=O)cc(C)nc4s3)CC2)cc1OC	0.9	1356	2	0.8	nt	0	17	-6	-30	-5	0.9
CC(=O)N1CCc2cc(S(=O)(=O)N3c4ccccc4CC3C)ccc21 (stereo not given)	0.9	1578	-2	0.9	0.24	-2	8	nt	-1	-8	1
COc1cc2c(cc1NC(=O)CSc1nc3cc(Cl)ccc3s1)oc1ccccc12	0.9	1528	-5	0.8	-0.23	2	24	5	-3	5	0.8
Cc1cccc(Oc2ccc(C(=O)NC3CCSC3=O)cn2)c1C (stereo not given)	1	1489	5	0.8	nt	7	16	nt	3	-5	1
Cc1ccc(-n2cccn2)c([C@@H]2C[C@H]3CN(C)C(=O)[C@]34CCCN24)c1	1	1552	-2	1	2.2	-3	4	-10	14	1	0.9
CCC(C)(C)NCC(=O)Nc1ccc(OC(F)(F)F)cc1	1.1	1426	-1	1	-1.1	-7	4	nt	-2	1	1
COc1ccc(/C=C/C(=O)Oc2ccc(/C=N\NC(=O)c3ccc(F)cc3)cc2)cc1	1	1607	3	1	nt	0	1	-12	-6	5	0.9
CCn1ccnc1CN1CCc2c([nH]c3ccccc23)C1C(C)(C)C (stereo not given)	0.8	1449	6	0.9	nt	1	12	17	11	1	0.8
CCOC(=O)C1CCCN(Cc2nc(N)nc(Nc3ccc(OC)cc3)n2)C1 (stereo not given)	1	1495	17	0.9	nt	9	8	9	1	19	1.1
CCCS(=O)(=O)N1CCCC(C(=O)NCCCOC(C)C)C1 (stereo not given)	0.9	1616	1	0.9	nt	5	9	-12	-1	3	1
CCN(CC)S(=O)(=O)c1ccc(NC(=O)COc2nc3ccccc3nc2N2CCOCC2)cc1	0.9	1515	4	0.7	0.32	-2	27	-15	18	-3	0.9
CCCn1nnnc1NCc1cc(Br)ccc1OC	nt	1526	2	nt	nt	2	nt	-8	17	0	nt
N#C/C(=C/c1ccc(Cl)cc1)NC(=O)c1ccccc1	1.1	1446	5	1	nt	1	-4	nt	-6	-6	1.1
O=C(NN1C(=O)C2C3C=CC(C3)C2C1=O)c1ccncc1 (stereo not given)	1	1432	-6	0.9	nt	0	8	-5	2	-2	0.8
COc1ccc(-c2cc(-c3ccc(C)cc3)nc(SCc3nnc(-c4ccccc4)o3)c2C#N)cc1OC	1	1446	-5	0.8	0.078	-9	16	-8	1	-1	1
CCNC(=O)CSc1nc2cc(OC)c(OC)cc2c(=O)n1CCC1=CCCCC1	1	nt	nt	0.9	nt	nt	14	-5	4	nt	0.9

Overlap with the part before: 3 entries, followed by the next part.
SMILES	PMI act	TR-FRET SRC-2 ct	PPARg SRC-2 ag	Diaphorase act	ROMK primary	PPARg SRC-1 ag	Diaph inh CS	S1P3 antagonist	G6PDH counter	PPARg SRC3 recr	PMI act hi M6P
O=C(NN1C(=O)C2C3C=CC(C3)C2C1=O)c1ccncc1 (stereo not given)	1	1432	-6	0.9	nt	0	8	-5	2	-2	0.8
COc1ccc(-c2cc(-c3ccc(C)cc3)nc(SCc3nnc(-c4ccccc4)o3)c2C#N)cc1OC	1	1446	-5	0.8	0.078	-9	16	-8	1	-1	1
CCNC(=O)CSc1nc2cc(OC)c(OC)cc2c(=O)n1CCC1=CCCCC1	1	nt	nt	0.9	nt	nt	14	-5	4	nt	0.9
COC(=O)c1ccccc1NC(=O)CSc1nnc(C(C)NC(=O)c2ccc(Cl)cc2Cl)n1C (stereo not given)	1.1	1494	-7	0.9	-0.27	-2	10	nt	1	-7	1.1
Cc1cccc(-c2nnn(C/C(N)=N/O)n2)c1	nt	1616	6	nt	1.7	2	nt	-13	7	2	nt
O=C(Nc1ccc(Br)cc1)C1CCCN1S(=O)(=O)c1cccs1 (stereo not given)	1	1422	8	0.8	-3.3*	1	17	nt	1	2	1
COc1ccc(NC(=O)CC2C(=O)N(c3cccc(OC)c3)C(=O)N2C(C)C)cc1 (stereo not given)	1	1459	0	1	-0.2	-4	-2	-22	-2	3	1
O=C1NN(c2ccccc2)C(=O)C2C3C=CC(C4CC34)C12 (stereo not given)	0.9	1415	8	0.9	-1.5	6	12	nt	-5	5	0.8
O=C(CSc1nnnn1-c1cccc2ccccc12)NC(C(=O)O)(c1ccccc1)c1ccccc1	1.1	1553	2	0.7	0.39	6	26	-13	10	0	0.6
CCOc1ccc(C2CC(c3cccc(Cl)c3)n3nc(N)nc3N2)cc1 (stereo not given)	0.9	1604	5	0.9	nt	6	9	28	-12	2	0.9
COc1ccccc1C(=O)CSc1n[nH]c(N)n1	0.9	1778	1	1	nt	6	-5	nt	12	2	1.1
CC(C)Oc1ccc(C2c3c(oc4ccccc4c3=O)C(=O)N2CCCN2CCOCC2)cc1 (stereo not given)	0.9	1455	-9	0.9	nt	-6	9	-36	4	-1	1
CCN(CC)c1ccc(C2N(C(=O)N3CCOCC3)CCN2S(=O)(=O)c2ccc(C)cc2)cc1 (stereo not given)	0.9	1754	16	0.9	-0.45	-2	15	nt	3	6	0.9
C=CCN1C(=O)/C(=C/c2ccc(O)cc2)S/C1=N/c1nccs1	0.9	1404	-7	0.9	0.4	10	12	-5	1	5	0.8
CCOC(=O)Cn1c(=O)oc2cc(S(=O)(=O)Nc3ccc(N(CC)CC)cc3C)ccc21	0.7	1670	-3	0.6	nt	1	43	4	0	-5	0.5
CSc1ccc(Cl)c(C(=O)OCC(=O)Nc2ccccc2OC(F)F)c1	0.9	1552	4	0.8	-0.36	6	18	-2	-10	2	0.9
Cc1cc(Cl)c(S(=O)(=O)N/N=C/c2ccc3c(c2)OCO3)c(Cl)c1	1.1	1608	4	0.9	nt	3	9	nt	15	-2	1.2
O=C(NCc1cccnc1)c1ccc(Cl)c(Cl)c1	1	1600	8	0.9	-1.3	1	8	8	-11	9	1
CCOC(=O)C(=O)/C(C#N)=C/Nc1ccccc1	1.2	1545	2	1	0.096	-3	4	nt	3	-7	1.2
CCN1CCN(CCNC(=O)c2ccc(/C=C3\Sc4ccccc4N(Cc4ccccc4F)C3=O)cc2)CC1	0.8	1716	9	1.6	-1.8	3	-65	2	-2	6	1.1
CCSc1nnc([C@@H]2CCCN2C(=O)OC(C)(C)C)o1	0.9	1279	0	0.9	nt	2	15	-22	6	2	0.9
CCS(=O)(=O)c1ccc2oc(Nc3cccc(OC)c3)nc2c1	1	1691	5	0.9	-0.065	14	8	10	2	5	0.9
Cc1cccc(N(CC(=O)N2CCOCC2)S(C)(=O)=O)c1	0.9	1592	1	0.9	nt	4	8	nt	10	-1	0.9
CC(=O)Nc1ccc(O)c(-c2nc3ccccc3s2)c1	0.9	1453	2	0.9	0.097	6	8	-23	6	4	0.8
CCOC(=O)C1=C(CSc2nnnn2C)N(C)C(=O)NC1c1ccccc1 (stereo not given)	1	1433	10	0.9	0.22	0	10	nt	1	3	1
COc1ccc(CN(C(=O)CO/N=C/c2ccccc2)c2ccccc2C(=O)O)cc1	0.9	1708	2	0.9	0.29	0	8	1	2	6	0.9
C=CCSc1nnc(NC(=O)CSc2nnc(C)s2)s1	1	1507	0	0.9	nt	-4	7	12	-2	-7	1
O=C(NCC1CC1)C1CCCN(S(=O)(=O)c2ccc(-n3cnnn3)cc2)C1 (stereo not given)	0.9	1467	-12	0.9	nt	-2	11	2	15	7	1
Fc1cccc(Cl)c1-c1nnc2ccc(N3CCOCC3)nn12	1	1683	6	1	0.26	-5	3	10	-1	0	1
